RGS4 act = RGS4 potentiators or activators, primary screen, cell-based, HEK293 M3R inducible RGS4, calcium flux; B-score at 10 µM; hit rate 0.92% among 310,000; carbachol calcium flux Fluo4; active compounds read low;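 active means B-score of the integrated calcium signal more than 4 SD below the library mean, with starting fluorescence not abnormally high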;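 further: negative B-score means reduced calcium response which marks RGS4 activation or potentiation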
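Detection: kinetic calcium fluorescence imaging with Fluo4-AM dye, 2 µM / Material: HEK293 cells with stable M3R and inducible RGS4 / Schedule: recording 10 s baseline at 1 Hz, 100 s post-agonist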
KCNK9 block = KCNK9 potassium channel inhibitors, primary screen, HEK293 cells, thallium flux | FluxOR thallium flux fluorescence; active compounds read low | B-score at 10 µM | hit rate 1.2% among 310,000;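 active means ratio B-score over 3 SD below the library mean, with starting fluorescence within 5 SD of its mean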;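 further: negative B-score means less thallium flux so channel inhibition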
KCNQ1 act = potentiators or activators of KCNQ1 channel, primary screen, cell-based, thallium flux, high-throughput | CHO-K1 KCNQ1, thallium flux FluxOR fluorescence; active compounds read high | B-score at 10 µM | hit rate 0.35% among 310,000 | AID 2648, 2010;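 active means fluorescence ratio B-score, a plate-corrected score, at least three library SD, with initial intensity B-score within 5 SD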
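Assay system: CHO-K1 cells stably expressing KCNQ1; Medium: assay buffer with matched DMSO; Also added: K+/Tl+ depolarizing stimulus; Dosing: single dose; Timing: dye 90 min, compound 20 min, room temperature; Measured by: kinetic FluxOR thallium fluorescence, 10-s 1-Hz baseline, 110-s post-stimulus read; Read-out: peak-minus-minimum fluorescence over initial fluorescence, negative-control normalized, B-scored.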
KCNK3 block = human KCNK3 channel inhibitors, primary screen, CHO cells, FluxOR thallium flux, B-score. Potassium channel subfamily K member 3 (Homo sapiens), O14649. FluxOR fluorescence; active compounds read low. B-score at 10 µM. hit rate 0.84% among 340,000. AID 602410, 2012;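 active means B-score under library mean minus 4 SD, starting fluorescence ratio at most library mean plus 5 SD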;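 further: more negative B-score means stronger inhibition of thallium flux through KCNK3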
Target sequence (O14649 whole entry, looked up): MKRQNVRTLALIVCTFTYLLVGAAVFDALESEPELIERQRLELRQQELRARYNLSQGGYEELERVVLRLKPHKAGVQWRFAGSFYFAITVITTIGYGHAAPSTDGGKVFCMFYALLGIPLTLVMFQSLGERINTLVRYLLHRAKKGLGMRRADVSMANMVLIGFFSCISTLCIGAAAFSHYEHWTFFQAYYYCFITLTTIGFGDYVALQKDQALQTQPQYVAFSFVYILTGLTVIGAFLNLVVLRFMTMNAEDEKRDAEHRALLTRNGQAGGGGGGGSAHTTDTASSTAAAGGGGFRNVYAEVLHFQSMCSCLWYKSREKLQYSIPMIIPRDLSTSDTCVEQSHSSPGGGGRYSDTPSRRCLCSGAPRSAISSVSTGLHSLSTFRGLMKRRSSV
RGS4 inh = RGS4 inhibitors, primary screen, cell-based, HEK293 M3R inducible RGS4, calcium flux; Fluo-4 calcium flux; active compounds read high; triggered by carbachol at its EC20; hit rate 0.45% among 310,000; AID 463165, 2010; B-score at 10 µM;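 active means B-score, a plate-corrected calcium signal, over three deviations above library mean, with baseline fluorescence within five deviations of library mean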;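 further: RGS4 expression induced by doxycycline in cells with stable M3 receptor; B-score is computed from the integrated fluorescence ratio over baseline after carbachol; higher B-score means a larger calcium signal and so more RGS4 inhibition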
Target sequence (P49798 whole entry, looked up): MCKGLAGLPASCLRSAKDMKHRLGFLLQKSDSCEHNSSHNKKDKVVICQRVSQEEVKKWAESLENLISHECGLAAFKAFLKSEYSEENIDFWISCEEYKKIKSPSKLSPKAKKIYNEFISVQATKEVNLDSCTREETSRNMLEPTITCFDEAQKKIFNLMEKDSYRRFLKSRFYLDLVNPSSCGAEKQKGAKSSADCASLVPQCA
Dyrk1A ADPGlo = rat Dyrk1A kinase inhibitors, primary screen, biochemical, single point, plate reader; ADP-Glo luminescence, NFATc1 peptide; inhibition, % at 12.5 µM; hit rate 0.43% among 310,000; in the data active means inhibition above about 50%;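 further: plate controls were vehicle with enzyme for no effect and no enzyme for full effect; many of its hits are not listed in these tables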
hERG rescue = hERG rescue from dofetilide block, primary screen, cell-based, CHO-hERG, FluxOR thallium flux, dofetilide IC70; Voltage-gated inwardly rectifying potassium channel KCNH2 (Homo sapiens), Q12809; activation (rescue from dofetilide block), less the hit threshold, % at 10 µM; hit rate 0.51% among 310,000; AID 1511, 2009; dofetilide IC70 present;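 active means activation above the mean of controls blocked by dofetilide plus 5 SD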;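 further: thallium influx through hERG after potassium depolarization seen as dye fluorescence rise; in these data hits start at about 4.7%; inactives centre near -7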
KCNQ1 block = inhibitors of human KCNQ1 channel, primary screen, cell-based, thallium flux, high-throughput; CHO-K1 KCNQ1, FluxOR thallium flux fluorescence; active compounds read high; B-score at 10 µM; AID 2642, 2010; hit rate 1.3% among 310,000;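 active means compounds whose thallium flux B-score, printed positive for inhibition, exceeds three library SD while starting fluorescence stays within three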;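 further: channel opened by potassium depolarization with thallium stimulus after 20 min compound exposure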
GSK3 alpha inh = blockers of GSK3A enzyme activity – biochemical, luminescence, cell-free homogeneous, HTS, primary screen. Glycogen synthase kinase-3 alpha (Homo sapiens), P49840. GSK-3 alpha kinase, ADP-Glo luminescence, 60 min. inhibition, % at 10 µM. hit rate 0.1% among 320,000. AID 2650, 2010;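 in the data active means inhibition above about 50%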;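 further: GST-tagged GSK-3 alpha with peptide substrate and 25 µM ATP; 0% = DMSO neutral wells and 100% = GW8510 positive control wells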
GSK3B inh = human GSK3beta kinase inhibitors, primary screen, biochemical, cell-free homogeneous, HTS; Glycogen synthase kinase-3 beta (Homo sapiens), P49841; GST-GSK3beta kinase, ADP-Glo luminescence, 60 min; active compounds read low; hit rate 0.038% among 300,000; activity score (negative = inhibition), % at 10 µM; AID 2097, 2009;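 active means more than half of replicate wells score below -50%, meaning over 50% inhibition versus plate controls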;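 further: 0% = median DMSO wells and -100% = median GW8510 positive control wells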
Target sequence (P49841 whole entry, looked up): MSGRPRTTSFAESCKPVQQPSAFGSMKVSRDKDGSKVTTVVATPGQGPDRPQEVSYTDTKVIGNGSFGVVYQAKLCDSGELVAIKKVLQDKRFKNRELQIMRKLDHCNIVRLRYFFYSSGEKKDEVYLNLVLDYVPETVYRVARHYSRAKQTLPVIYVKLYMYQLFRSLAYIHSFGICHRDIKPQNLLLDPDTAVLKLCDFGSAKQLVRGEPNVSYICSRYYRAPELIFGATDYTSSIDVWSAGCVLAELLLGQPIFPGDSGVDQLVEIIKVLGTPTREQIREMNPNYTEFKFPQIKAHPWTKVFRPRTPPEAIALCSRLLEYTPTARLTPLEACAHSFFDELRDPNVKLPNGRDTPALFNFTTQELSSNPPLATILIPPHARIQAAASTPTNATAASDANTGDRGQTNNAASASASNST
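Test system – GST-tagged human GSK3beta kinase, cell-free · Incubation – 60 min enzyme reaction, room temperature · Signal – ADP-Glo luminescence · Also added – peptide substrate and ATP at 25 µM · Controls – DMSO neutral wells and GW8510 at 20 µM as positive · Buffer or medium – Tris/MgCl2 kinase buffer · Measure – Luminescence-derived activity versus plate DMSO and GW8510 wells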
PolyA inh = polyadenylation inhibitors in yeast reporter cells, primary screen, luminescence, S. cerevisiae. S. cerevisiae SKY197-pL101 polyadenylation reporter, beta-gal luminescence; efflux-impaired pdr1/pdr3 knockout yeast; score 100 = 6 SD above DMSO. AID 1875, 2009. calls only at 12 µM. hit rate 0.02% among 300,000;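 active means lowest replicate activity score at least 50, where 100 means six control SD above control mean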;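 further: yeast exposed to compound for 9 h at 30 °C; higher score means more reporter readthrough which indicates perturbed polyadenylation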
An asterisk follows results filed as active. This is a subset, so the mix of outcomes need not match the whole.

`O=C(NC(Cc1ccccc1)C(=O)O)/C(=C/c1ccccc1)NC(=O)c1cccc(Br)c1` (stereo not drawn) gave RGS4 act inactive, KCNK9 block inactive, KCNQ1 act inactive, KCNK3 block inactive, RGS4 inh inactive, Dyrk1A ADPGlo -1.1, hERG rescue -1.7, KCNQ1 block inactive, GSK3 alpha inh -6.3, GSK3B inh 4.2 and PolyA inh inactive.
Cc1sc2ncnc(N3CCOCC3)c2c1C was read as RGS4 act inactive, KCNK9 block inactive, KCNQ1 act inactive, KCNK3 block inactive, RGS4 inh inactive, hERG rescue 3.0, KCNQ1 block inactive, GSK3 alpha inh -4.3, GSK3B inh -0.8 and PolyA inh inactive.
CC(=O)Nc1ccc(S(=O)(=O)N2CCC(NC(=O)c3ccccc3)CC2)cc1 was read as RGS4 act inactive, KCNK9 block inactive, KCNQ1 act inactive, KCNK3 block inactive, RGS4 inh inactive, Dyrk1A ADPGlo 1.1, hERG rescue 4.2, KCNQ1 block inactive, GSK3 alpha inh -2.1, GSK3B inh -3.3 and PolyA inh inactive.
`O=C(N/N=C\c1ccc(Cl)cc1)c1sccc1-n1cccc1` gave RGS4 act inactive, KCNK9 block inactive, KCNQ1 act inactive, KCNK3 block inactive, RGS4 inh inactive, Dyrk1A ADPGlo 12.9, hERG rescue -12.5, KCNQ1 block inactive, GSK3 alpha inh -2.5, GSK3B inh 0.5 and PolyA inh inactive.
For COc1ccc(NC2CCCN(C(=O)c3cccnc3)C2)cc1 (stereo not drawn) the results were RGS4 act inactive, KCNK9 block inactive, KCNQ1 act inactive, KCNK3 block inactive, RGS4 inh inactive, Dyrk1A ADPGlo -1.0, hERG rescue -9.4, KCNQ1 block inactive, GSK3 alpha inh -10.8, GSK3B inh -0.7 and PolyA inh inactive.
For O=C(O)COCc1nc2ccccc2[nH]1 the results were RGS4 act inactive, KCNK9 block inactive, KCNQ1 act inactive, KCNK3 block inactive, RGS4 inh inactive, Dyrk1A ADPGlo -0.3, hERG rescue -8.3, KCNQ1 block inactive, GSK3 alpha inh 3.0, GSK3B inh 2.7 and PolyA inh inactive.
Screening COc1cc(NC(=O)c2ccnc(N)c2)cc(C(=O)Nc2cccc(C(F)(F)F)c2)c1 returned RGS4 act inactive, KCNK9 block inactive, KCNQ1 act inactive, KCNK3 block inactive, RGS4 inh inactive, Dyrk1A ADPGlo -1.8, hERG rescue -21.4, KCNQ1 block inactive, GSK3 alpha inh -2.1 and GSK3B inh -0.8.
`CCOC(=O)C1CCCN(S(=O)(=O)c2cc(C(=O)OC)n(C)c2)C1` (stereo not drawn) gave RGS4 act inactive, KCNK9 block inactive, KCNQ1 act inactive, KCNK3 block inactive, RGS4 inh inactive, Dyrk1A ADPGlo 2.0, hERG rescue -7.0, KCNQ1 block inactive, GSK3 alpha inh -0.9, GSK3B inh 2.2 and PolyA inh inactive.
`COc1cccc2cc3c(=O)n(-c4ccccc4)nc-3oc12` gave RGS4 act inactive, KCNK9 block inactive, KCNQ1 act inactive, KCNK3 block inactive, RGS4 inh inactive, Dyrk1A ADPGlo -7.2, hERG rescue -7.6, KCNQ1 block inactive, GSK3 alpha inh -0.6, GSK3B inh -2.6 and PolyA inh inactive.
Cc1ccccc1CSCCNC(=O)CN(c1ccc2c(c1)OCO2)S(C)(=O)=O was read as RGS4 act inactive, KCNK9 block inactive, KCNQ1 act inactive, KCNK3 block inactive, RGS4 inh inactive, hERG rescue -10.5, KCNQ1 block inactive, GSK3 alpha inh -1.6, GSK3B inh -0.4 and PolyA inh inactive.
`CCCC(O)(CCN(C)C)c1ccc(OC)cc1` (stereo not drawn) gave RGS4 act inactive, KCNK9 block inactive, KCNQ1 act inactive, KCNK3 block inactive, RGS4 inh inactive, Dyrk1A ADPGlo -1.6, hERG rescue -3.9, KCNQ1 block inactive, GSK3 alpha inh 0.3, GSK3B inh -0.5 and PolyA inh inactive.
Screening COc1ccc(NC(=O)CN(C)C(=O)c2sc3ccccc3c2Cl)cc1 returned RGS4 act inactive, KCNK9 block inactive, KCNQ1 act inactive, KCNK3 block inactive, RGS4 inh inactive, Dyrk1A ADPGlo 7.4, hERG rescue -12.9, KCNQ1 block inactive, GSK3 alpha inh -2.3, GSK3B inh 1.8 and PolyA inh inactive.
For COc1ccc(C2CC(c3cccs3)=NN2C(=O)COC(=O)c2cncc(Br)c2)cc1OC (stereo not drawn) the results were RGS4 act inactive, KCNK9 block inactive, KCNQ1 act inactive, KCNK3 block inactive, RGS4 inh inactive, Dyrk1A ADPGlo -3.5, hERG rescue -6.1, KCNQ1 block inactive, GSK3 alpha inh -0.5, GSK3B inh -3.2 and PolyA inh inactive.
For O=C(CCN1C(=O)/C(=C/C=C/c2ccccc2)SC1=S)Nc1ccccn1 the results were RGS4 act inactive, KCNK9 block inactive, KCNQ1 act inactive, KCNK3 block inactive, RGS4 inh inactive, hERG rescue -11.7, KCNQ1 block inactive, GSK3 alpha inh -2.1, GSK3B inh 2.0 and PolyA inh inactive.
CN(C)S(=O)(=O)c1ccc(Cl)c(NC(=O)COC(=O)CN2C(=O)C3CCCCC3C2=O)c1 (stereo not drawn) was read as RGS4 act inactive, KCNK9 block inactive, KCNQ1 act inactive, KCNK3 block inactive, RGS4 inh inactive, Dyrk1A ADPGlo 3.2, hERG rescue -9.6, KCNQ1 block inactive, GSK3B inh 3.0 and PolyA inh inactive.
O=C(c1cnc2c(c1)COc1ccc(Cl)cc1-2)c1ccccc1O was read as RGS4 act inactive, KCNK9 block inactive, KCNQ1 act inactive, KCNK3 block inactive, RGS4 inh inactive, Dyrk1A ADPGlo -4.1, hERG rescue -2.8, KCNQ1 block inactive, GSK3 alpha inh 0.1 and GSK3B inh 2.5.
`COc1cccc(CC(=O)N[C@@H](CCSC)c2nc3ccccc3[nH]2)c1` gave RGS4 act inactive, KCNK9 block inactive, KCNQ1 act inactive, KCNK3 block inactive, RGS4 inh inactive, Dyrk1A ADPGlo 3.4, hERG rescue -6.7, KCNQ1 block inactive, GSK3 alpha inh -0.4, GSK3B inh -1.4 and PolyA inh inactive.
For COc1ccc(CNC(=O)COC(=O)CCOc2ccc(C)cc2)cc1OC the results were RGS4 act inactive, KCNK9 block inactive, KCNQ1 act inactive, KCNK3 block inactive, RGS4 inh inactive, Dyrk1A ADPGlo -7.8, hERG rescue -15.1, KCNQ1 block inactive, GSK3 alpha inh 2.7, GSK3B inh -14.8 and PolyA inh inactive.
Cc1ccc(-n2nc3c(c2NC(=O)c2ccc4c(c2)OCO4)CS(=O)(=O)C3)cc1C was read as RGS4 act inactive, KCNK9 block inactive, KCNQ1 act inactive, KCNK3 block inactive, RGS4 inh inactive, Dyrk1A ADPGlo 3.4, hERG rescue -5.9, KCNQ1 block inactive, GSK3 alpha inh -0.1, GSK3B inh -0.7 and PolyA inh inactive.
COc1ccccc1CN1CC(C(=O)NCC2CCCO2)CC1=O (stereo not drawn) was read as RGS4 act inactive, KCNK9 block inactive, KCNQ1 act inactive, KCNK3 block inactive, RGS4 inh inactive, Dyrk1A ADPGlo -5.1, hERG rescue -2.6, KCNQ1 block inactive, GSK3 alpha inh 0.5, GSK3B inh -8.3 and PolyA inh inactive.
For COc1ccccc1CNS(=O)(=O)c1cc2c3c(c1)CCN3C(=O)CC2 the results were RGS4 act inactive, KCNK9 block inactive, KCNQ1 act inactive, KCNK3 block inactive, RGS4 inh inactive, Dyrk1A ADPGlo 18.3, hERG rescue -8.0, KCNQ1 block inactive, GSK3 alpha inh -3.5, GSK3B inh 2.9 and PolyA inh inactive.
Cc1ccc(OCCSc2ncnc3nc[nH]c23)cc1 was read as RGS4 act inactive, KCNK9 block inactive, KCNQ1 act inactive, KCNK3 block inactive, RGS4 inh inactive, Dyrk1A ADPGlo 9.8, hERG rescue -7.7, KCNQ1 block inactive, GSK3 alpha inh 7.3, GSK3B inh 1.5 and PolyA inh inactive.
For COc1cc(C(=O)N(Cc2ccc(F)cc2)C2CCS(=O)(=O)C2)cc(OC)c1OC (stereo not drawn) the results were RGS4 act inactive, KCNK9 block inactive, KCNQ1 act inactive, KCNK3 block inactive, RGS4 inh inactive, Dyrk1A ADPGlo -0.8, hERG rescue -8.1, KCNQ1 block inactive, GSK3 alpha inh -7.9, GSK3B inh -3.7 and PolyA inh inactive.
`O=C(COC(=O)C1=COCCO1)Nc1cccc(S(=O)(=O)N2CCOCC2)c1` gave RGS4 act inactive, KCNK9 block inactive, KCNQ1 act inactive, KCNK3 block inactive, RGS4 inh inactive, Dyrk1A ADPGlo -5.1, hERG rescue -5.6, KCNQ1 block inactive, GSK3 alpha inh 0.3, GSK3B inh 7.3 and PolyA inh inactive.
`O=C(NCc1cccc(CNC(=O)Nc2cccc(O)c2)c1)Nc1cccc(O)c1` gave RGS4 act inactive, KCNK9 block inactive, KCNQ1 act inactive, KCNK3 block inactive, RGS4 inh inactive, Dyrk1A ADPGlo 6.8, hERG rescue -9.6, KCNQ1 block inactive, GSK3 alpha inh -3.5, GSK3B inh 0.1 and PolyA inh inactive.
`Cc1ccc(S(=O)(=O)NCCC(=O)N2CC(C)OC(C)C2)cc1` (stereo not drawn) gave RGS4 act inactive, KCNK9 block inactive, KCNQ1 act inactive, KCNK3 block inactive, RGS4 inh inactive, Dyrk1A ADPGlo 4.0, hERG rescue -9.2, KCNQ1 block inactive, GSK3 alpha inh -2.3, GSK3B inh -1.2 and PolyA inh inactive.

High-throughput results as filed in PubChem BioAssay.
